High-throughput results: PubChem BioAssay, Southern Research Specialized Biocontainment Screening Center
H37Rv inhibition – M. tuberculosis growth inhibition, HTS (AID 449762); M. tuberculosis H37Rv growth inhibition, 7H9 media; higher % means a stronger effect; one-dose inhibition, % at 25 µM; IC50 in µM for titrated hits; actives 0.59% (n = 330,000); in the data active = a potency from the dose series; inconclusive = inhibition above about 70% without an active follow-up result;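 note: bacterial growth assessed after seven days of incubation; strong numbers were not always called active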
M. tuberculosis – growth inhibition of non-replicating M. tuberculosis (AID 488890); Mycobacterium tuberculosis non-replicating, growth inhibition; higher % means a stronger effect; inhibition, % at 25 µM, or IC50 in µM where a hit was titrated; actives 0.39% (n = 320,000); in the data active = a potency from the dose series; inconclusive = inhibition mostly from about 82% at the one dose, without a potency; inactive = the rest, 99 in 100 with inhibition below about 76%;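 note: plate controls were DMSO cells for no effect and high antibiotic wells for full effect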
Salmonella PhoP GFP – PhoP regulon inhibitors, Salmonella typhi PhoP promoter GFP reporter, confirmatory (AID 1850). Salmonella Typhi PhoP-promoter GFP reporter, fluorescence, 4 h; higher % means a stronger effect. one-dose inhibition, % at 50 µM; IC50 in µM for titrated hits. actives 0.33% (n = 310,000); in the data active = a potency from the dose series; inconclusive = inhibition mostly from about 25% at the one dose, without a potency; inactive = the rest, 99 in 100 with inhibition below about 19%;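 note: 0% = induced wells with vehicle and 100% = uninduced wells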
VEEV TC-83 Vero – inhibitors of VEEV TC-83 cytopathic effect, confirmation, Vero cells (AID 588727); Vero cells, VEEV TC-83 cytopathic effect inhibition; higher % means a stronger effect; inhibition, % at 20 µM, or IC50 in µM where a hit was titrated; actives 0.13% (n = 350,000); in the data active = a potency from the dose series; inconclusive = inhibition mostly from about 14% at the one dose, without a potency; inactive = the rest, 99 in 100 with inhibition below about 12%; note: strong numbers were not always called active
influenza NS1A – H1N1 influenza NS1A inhibitors, functional cell based assay (AID 504329); NS1A functional cell-based assay, percent inhibition; higher % means a stronger effect; inhibition, % at 12.5 µM; hits with a dose series show IC50 in µM; actives 0.3% (n = 340,000); in the data active = a potency from the dose series; inconclusive = inhibition above about 27% without an active follow-up result; note: strong numbers were not always called active
VEEV TC-83 Vero 10K pilot screen – also measured in VEEV TC-83 Vero; calls as there; inhibition, %; measured here: 10K pilot screen inhibition
* marks the source's active call; other numbers are inactive results; i = inactive; ? = inconclusive; . = no result given; & = joins results of further samples.

SMILES | H37Rv inhibition | M. tuberculosis | Salmonella PhoP GFP | VEEV TC-83 Vero | influenza NS1A | others
Cc1c(Cl)cccc1NC(=O)CNc1ccccc1F | -4% | 67% | -3% | i | -12%
Cc1ccc2c(CC(=O)NCc3ccco3)coc2c1C | 7% | 58% | 0% | 7.7% | 8%
COC(=O)\C(C(C)=O)=C(/C=C/C=C/N(C)C)N(C)C | -5% | -11% | -9% | 0.4% | 8%
O=C(NCCCN1CCCC1=O)c1ccccc1NS(=O)(=O)c1ccc(Br)cc1 | 1% | -16% | 3% | 6.8% | 4%
COc1ccc(OC)c(/C=N\Nc2nccs2)c1 | -4% | -7% | 17% | 3.5% | 7%
CCN(CC)S(=O)(=O)c1cccc(-c2cn3cccnc3n2)c1 | 6% | -23% | 3% | 3.5% | 0%
O=C(CCC(=O)N1CCOc2ccccc21)NCCCN1CCCCC1 | -7% | -23% | -6% | i | 6% | VEEV TC-83 Vero 10K pilot screen=0.5
CCC1CCCCN1CCCNC(=O)c1ccc2c(c1)c(C)c(C)n2C (stereo not given) | 7% | 42% | 7% | 0.3% | 15%
CCCC(=O)Nc1ccc2oc(-c3cccnc3)nc2c1 | -7% | -17% | -3% | 7.2% | 8%
Cn1c(SCC(=O)NCc2ccco2)nnc1-c1cccs1 | -4% | -6% | -3% | 0.1% | 3%
COC(=O)c1ccc(/C=N/n2cnnc2)cc1 | -4% | -36% | 1% | 1.1% | 0%
CCOP(=O)(Oc1ccccc1)c1c([N+](=O)[O-])cc(C(F)(F)F)cc1[N+](=O)[O-] (stereo not given) | ? | 77% | -1% | 0.6% | -2%
O=C(c1ccco1)N1CCC(c2ccccc2)C1 (stereo not given) | 8% | 69% | -7% | i | -5%
O=C(NC(=S)Nc1cccc(C(F)(F)F)c1)c1ccc2nonc2c1 | 26% | ? | 6% | 1.2% | .
CN1CCN(c2ccc(NC(=O)N3CCc4ccccc43)cc2)CC1 | -3% | -10% | 10% | i | 7%
O=C(NCc1ccncc1)c1ccc(Br)cc1 | -21% | 20% | -3% | 0.5% | -6% | VEEV TC-83 Vero 10K pilot screen=0.6
O=c1n(Cc2ccc(Cl)cc2)c2sc3c(c2c2ncnn12)CCCC3 | 9% | 48% | -1% | 8.3% | -7%
CCCCOc1ccc(Br)cc1/C(C)=N/NC1=NCCN1 | 21µM* | ? | -2% | 4.8% | 3%
O=C(Nc1cc(S(=O)(=O)N2CCOCC2)ccc1N1CCOCC1)c1cnccn1 | 0% | 1% | -9% | 0.5% | 2%
COCCCNC(=O)CCc1c(C)nc2c(c(C)nn2-c2ccccc2)c1C | 4% | -5% | 7% | 0.6% | -2%
CC1(C)COC(c2ccc(F)c([N+](=O)[O-])c2)=N1 | -9% | 9% | -2% | 1.1% | 3%
CN(C)P1(N(C)C)=NC(C(F)(F)F)=NC(C(F)(F)F)=N1 | -1% | 4% | -8% | 3.4% | 6% | VEEV TC-83 Vero 10K pilot screen=0.3
Cc1ccc([C@@H]2[C@@H]3C(=O)N(C)C(=O)[C@@H]3[C@]3(C)C(=O)N(Cc4ccccn4)CC(=O)N23)o1 | -5% | -10% | 3% | 0.7% | -10%
NC(Cc1cccc2nsnc12)C(=O)O (stereo not given) | -5% | -5% | -2% | i | -6%

Four records drawn at random from those above, as already listed:
SMILES | H37Rv inhibition | M. tuberculosis | Salmonella PhoP GFP | VEEV TC-83 Vero | influenza NS1A | others
O=C(NC(=S)Nc1cccc(C(F)(F)F)c1)c1ccc2nonc2c1 | 26% | ? | 6% | 1.2% | .
Cc1ccc([C@@H]2[C@@H]3C(=O)N(C)C(=O)[C@@H]3[C@]3(C)C(=O)N(Cc4ccccn4)CC(=O)N23)o1 | -5% | -10% | 3% | 0.7% | -10%
CN(C)P1(N(C)C)=NC(C(F)(F)F)=NC(C(F)(F)F)=N1 | -1% | 4% | -8% | 3.4% | 6% | VEEV TC-83 Vero 10K pilot screen=0.3
COCCCNC(=O)CCc1c(C)nc2c(c(C)nn2-c2ccccc2)c1C | 4% | -5% | 7% | 0.6% | -2%

Following part:
SMILES | H37Rv inhibition | M. tuberculosis | Salmonella PhoP GFP | VEEV TC-83 Vero | influenza NS1A | others
O=C(Nc1cccc(C(F)(F)F)c1)c1ccco1 | -6% | 71% | -9% | 1.7% | 0%
CN(C)c1ccc(CN(C(=O)c2cccs2)C2CCS(=O)(=O)C2)cc1 (stereo not given) | 19% | -11% | -17% | 1.4% | 6%
CCC(C)NC(=O)C1CCN(S(=O)(=O)c2cccc3nonc23)CC1 (stereo not given) | -5% | 21% | -3% | 1.7% | -6%
O=C(C1CCCN(S(=O)(=O)Cc2ccccc2)C1)N1CCCCC1 (stereo not given) | -1% | 3% | -1% | 0.5% | -5%
CC1CC(=O)N(CC(=O)Nc2ccccc2F)c2ccccc2S1(=O)=O (stereo not given) | -1% | 4% | -6% | i | 4%
O=C(Cn1cnc2ccccc2c1=O)OCCCCN1C(=O)c2ccccc2C1=O | -2% | 1% | 1% | 3.5% | 5% | VEEV TC-83 Vero 10K pilot screen=1.0
O=C(c1ccc(Oc2ccccc2)cc1)c1nc2c(n1O)CCCC2 | 54% | 45% | -12% | i | 5%
CC(=O)Nc1nonc1-c1nc2ccccc2n1CCC(C)C | 34% | 79% | 0% | 2.2% | -2%
C=C(C)CNC(=O)C1CCC(=O)N(CCCc2ccccc2)C1 (stereo not given) | -2% | -2% | 6% | 1.5% | -7%
CC(C)Nc1nc(Cl)nc(NN(C)c2nc(N(C)C)nc(N(C)C)n2)n1 | 2% | 8% | -1% | 0.3% | 7%
CCn1c(COc2ccccc2)nnc1SCC(=O)Nc1cc(C)ccc1OC | . | . | -6% | 0.6% | 4%
Cc1ccc(S(=O)(=O)CC(=O)Nc2nnc(C(C)(C)C)s2)cc1 | -6% | -12% | 11% | 0.6% | 9%
COc1cc(OC)cc(C(=O)N[C@H](C(=O)OCC(=O)Nc2ccc(C(C)C)cc2)C(C)C)c1 | -2% | 37% | -2% | 2.7% | 6%
COC(=O)c1cnn(-c2ccccc2)c1/C=N/NC(=S)Nc1ccccc1 | -3% | -10% | 0% | i | .
Cc1cc2cc(CNC(=O)c3ccc(S(=O)(=O)N(C)C)cc3)ccc2n1C | 1% | 68% | -1% | 0.2% | 6%
CCC1(c2ccccc2)NC(=O)N(CC(=O)NC2(C#N)CCCCC2)C1=O (stereo not given) | -1% | 10% | -6% | 0.6% | 1%
Cc1cc(Cl)ccc1OCCCC(=O)N1CCCc2ccccc21 | 69% | 11% | 24% | i | -6%
O=[N+]([O-])c1ccc(NC(=S)NCCc2ccc(Cl)cc2)cc1 | ? | ? | 3% | 7.0% | 13%
C=CS(=O)(=O)N(Cc1ccc(Cl)c(Cl)c1)C[C@@H](O)CO | . | . | . | i | -1%
Cc1ccc(C)c(S(=O)(=O)N2CCN(C(=O)Cc3sc(C)nc3-c3ccc(F)cc3)CC2)c1 | . | . | . | 6.8% | 1%
CC(=O)C1=C(C)OC(N)=C(C#N)C1c1cc2cccc(C)c2nc1Cl (stereo not given) | 6% | -1% | 0% | 1.9% | -6%
CCOC(=O)C1=C(C)NC(=O)NC1c1ccc(C)o1 (stereo not given) | -13% | -12% | . | 1.1% | 1%
Cc1ccc(S(=O)(=O)N2CC(=O)Nc3ccccc32)cc1C | 5% | 3% | 5% | 0.4% | 3%
Cc1c(C(=O)N2CCOCC2)sc(NC(=O)Cc2ccccc2)c1C#N | 26% | 4% | -3% | i | -1%
O=C(NCc1ccco1)C1CCN(c2nc3ccccc3n2Cc2ccc(F)cc2)CC1 | 2% | 34% | -16% | 9.5% | 25%
COc1ccc(C)cc1NC(=O)COC(=O)c1c(C)noc1C | -8% | 16% | 1% | 1.9% | -6%
O=C(NCc1ccc2c(c1)OCO2)C1CC(=O)N(C2CCCCCCC2)C1 (stereo not given) | 4% | -1% | -2% | 0.4% | -12%
COc1ccc(-c2csc3ncnc(Cl)c23)cc1 | -6% | 27% | -2% | 3.2% | -9%
COc1cc(OC)c(C(=O)OC(C)C(=O)NCc2ccc3c(c2)OCO3)cc1OC (stereo not given) | -1% | -10% | . | 0.6% | -19%
CCOCCn1c(SCc2cccc(C)c2)nc2c1c(=O)[nH]c(=O)n2C | 0% | 4% | 2% | 7.3% | -8%
CCOC(=O)c1c(S(=O)(=O)NCC(=O)Nc2cc(C)ccc2C)c(C)n(C)c1C | 9% | 16% | 9% | 0.4% | 0%
CS(=O)(=O)N(CC(=O)Nc1ccccc1-c1ccccc1)c1ccc(F)cc1 | -2% | 4% | 3% | 3.0% | 1%
Cc1cc(NC(=O)c2nn(C)c(C)c2[N+](=O)[O-])no1 | -11% | 3% | -9% | i | -6%
COC(=O)c1ccc(C2=NOC(C)(c3nnc(Cc4ccccc4)o3)C2)cc1 (stereo not given) | 4% | 25% | 10% | 0.8% | -14% | VEEV TC-83 Vero 10K pilot screen=1.9
CC(C)Oc1ccc(CNCC2(O)CCOC(C)(C)C2)cc1 (stereo not given) | -3% | -11% | -5% | 1.3% | 0%
COc1ccc(NC(=O)c2ccc(C)o2)c([N+](=O)[O-])c1 | 8% | -17% | -4% | 0.7% | -5%

Molecules above that contain an aryl thioether with sulfur outside any ring, in the order listed:
SMILES | H37Rv inhibition | M. tuberculosis | Salmonella PhoP GFP | VEEV TC-83 Vero | influenza NS1A | others
Cn1c(SCC(=O)NCc2ccco2)nnc1-c1cccs1 | -4% | -6% | -3% | 0.1% | 3%
CCn1c(COc2ccccc2)nnc1SCC(=O)Nc1cc(C)ccc1OC | . | . | -6% | 0.6% | 4%
CCOCCn1c(SCc2cccc(C)c2)nc2c1c(=O)[nH]c(=O)n2C | 0% | 4% | 2% | 7.3% | -8%

(next part)
SMILES | H37Rv inhibition | M. tuberculosis | Salmonella PhoP GFP | VEEV TC-83 Vero | influenza NS1A | others
CCOc1ccc(C(=O)O)cn1 | -7% | -2% | -12% | 1.4% | -10%
O=C(c1[nH]nc2c1CCc1ccccc1-2)N1CCN(Cc2ccc3c(c2)OCO3)CC1 | 16% | 18% | -8% | 0.3% | 10%
Cc1nc2ccn(Cc3ccccc3)c(=O)c2cc1C(=O)N1CCN(c2ccccc2)CC1 | 5% | 9% | -5% | 2.2% | 12%
CC(C)c1ccc(NC(=O)NC2(C(=O)NCc3cccnc3)CCCCC2)cc1 | 4% | 6% | -4% | i | -3%
Cc1cccc(-n2cc(CN3CCN(c4ccccn4)CC3)c(-c3cccc(F)c3)n2)c1 | 30% | 4% | 0% | 0.3% | 11%
O=C(O)C1C2CCC(O2)C1C(=O)Nc1cnn(Cc2ccccc2)c1 (stereo not given) | 6% | 12% | -3% | 2.0% | 0%
Cc1cccc(OCC(=O)NCC(=O)N/N=C/c2ccc(O)cc2O)c1 | 5% | 5% | 5% | 4.1% | 22%
N#Cc1c(N)n(CCOC(=O)c2cccc(Br)c2)c2nc3ccccc3nc12 | -7% | 11% | -4%&-11% | 0.4% | -20%
CCOC(=O)CCCC(=O)Nc1ncnc2c1C(c1ccccc1)c1c(ccc3ccccc13)O2 (stereo not given) | 4% | 69% | . | 5.4% | 4%
O=C(Nc1ccccn1)NC(C(F)(F)F)C(F)(F)F | -5% | -4% | 5% | 7.1% | -36%
CCC(C)NC(=O)CCSCCC(=O)NC(C)CC (stereo not given) | -4% | -14% | -8% | 1.0% | 3%
Cc1ccc(NC2CCCN(C(=O)CSc3ccccn3)C2)cc1C (stereo not given) | 1% | 18% | -4% | 1.5% | 27%
CCN=C1S/C(=C\c2cn(CC)c3ccccc23)C(=O)N1CC | 18% | 43% | -4% | 6.5% | 4%
O=[N+]([O-])c1ccc2c(c1)C=C1CCCCC1(N1CCCC1)O2 (stereo not given) | -8% | 17% | 0% | i | 1%
COc1ccc(S(=O)(=O)N(C)CC(=O)N2CCCC2)cc1OC | 2% | -4% | -2% | i | 1%

Of the compounds above, these contain two or more sulfur atoms:
SMILES | H37Rv inhibition | M. tuberculosis | Salmonella PhoP GFP | VEEV TC-83 Vero | influenza NS1A | others
Cn1c(SCC(=O)NCc2ccco2)nnc1-c1cccs1 | -4% | -6% | -3% | 0.1% | 3%
CN(C)c1ccc(CN(C(=O)c2cccs2)C2CCS(=O)(=O)C2)cc1 (stereo not given) | 19% | -11% | -17% | 1.4% | 6%
Cc1ccc(S(=O)(=O)CC(=O)Nc2nnc(C(C)(C)C)s2)cc1 | -6% | -12% | 11% | 0.6% | 9%
Cc1ccc(C)c(S(=O)(=O)N2CCN(C(=O)Cc3sc(C)nc3-c3ccc(F)cc3)CC2)c1 | . | . | . | 6.8% | 1%
